RAD54 inh: blocks human RAD54 Holliday junction branch migration | Q92698 | FAM/BHQ fluorescence | inhibition, % at 10.4 µM | 360,000 compounds, 0.14% hits | AID 602329;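 active means mean normalized replicate activity at least 40 and at least half of replicates scoring 40 or more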;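 further: 0% = median of neutral control wells and 100% = median of positive control wells; inhibitors cause a drop in the FAM fluorescence signal; in these data hits start at about 50%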
Target sequence (Q92698 whole entry, looked up): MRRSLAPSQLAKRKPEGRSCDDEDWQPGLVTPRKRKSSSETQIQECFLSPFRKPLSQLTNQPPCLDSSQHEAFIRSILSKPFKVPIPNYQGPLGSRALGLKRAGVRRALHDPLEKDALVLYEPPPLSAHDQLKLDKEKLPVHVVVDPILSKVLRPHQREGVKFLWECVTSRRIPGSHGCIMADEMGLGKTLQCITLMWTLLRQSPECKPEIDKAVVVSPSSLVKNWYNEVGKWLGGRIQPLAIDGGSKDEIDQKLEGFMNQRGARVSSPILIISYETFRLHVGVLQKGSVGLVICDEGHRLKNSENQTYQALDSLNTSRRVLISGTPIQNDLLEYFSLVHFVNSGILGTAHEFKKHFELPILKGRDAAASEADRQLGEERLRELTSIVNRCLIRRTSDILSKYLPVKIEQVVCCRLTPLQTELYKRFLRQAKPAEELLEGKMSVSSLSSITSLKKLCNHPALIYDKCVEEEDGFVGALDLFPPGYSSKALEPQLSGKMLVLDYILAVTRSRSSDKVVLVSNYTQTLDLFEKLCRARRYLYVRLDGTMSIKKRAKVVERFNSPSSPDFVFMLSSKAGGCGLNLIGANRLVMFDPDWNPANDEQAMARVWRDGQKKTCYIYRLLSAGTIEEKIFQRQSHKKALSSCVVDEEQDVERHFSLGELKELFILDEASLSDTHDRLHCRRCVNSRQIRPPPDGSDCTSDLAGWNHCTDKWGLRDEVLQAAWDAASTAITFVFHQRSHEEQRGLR
miR122 inh: miR-122 inhibition in Huh7 cells; activation (reporter increase), % at 12.5 µM; 340,000 compounds, 0.3% hits; Huh7 miR-122 Renilla luciferase sensor, 48 h; neutral wells = 0, positive control = 100; AID 602342;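 active means mean replicate activation score at least 90 and every replicate individually at or above 90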;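 further: higher luciferase means less miR-122 activity so hits act as miR-122 inhibitors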
ERAP1 HTS inh: inhibitors of human ERAP1 aminopeptidase; Q9NZ08; recombinant ERAP1, Leu-AMC fluorescence, 60 min; 340,000 compounds, 0.15% hits; inhibition, % at 10.7 µM;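 active means mean replicate inhibition of at least 30%, or all replicates individually reaching that 30% level; inactive means mean below 30% and not every replicate reaching it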;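 further: 0% = neutral control wells and 100% = L-leucinethiol positive control wells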
PglD inh: blocks C. jejuni PglD acetyltransferase activity | purified PglD enzyme, DTNB colorimetric CoA detection | inhibition, % at 12.5 µM | 360,000 compounds, 0.098% hits | AID 602405; in the data active means inhibition above about 16%, passing the limit was not always enough; further: strong numbers were not always called active
PGC1a acetyl inh: PGC1a acetylation modulation, inhibitor mode; U2OS PGC1a acetylation, AlphaScreen anti-acetyl-lysine; with virally co-expressed GCN5 acetyltransferase; inhibition, % at 15.6 µM; 350,000 compounds, 0.17% hits;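 active means every replicate shows inhibition of at least 40%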;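 further: 0% = neutral control wells and 100% = positive control wells; some results beyond the cut were filed as inactive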
RAD52 anneal inh: inhibitors of human RAD52 DNA annealing; inhibition, % at 18.7 µM; 360,000 compounds, 0.46% hits; recombinant RAD52 DNA annealing, FRET fluorescence;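 active means every replicate showing at least 50% inhibition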
E-sel inducer: E-selectin induction on HUVECs; activation, % at 7.58 µM; AID 686992; P16581; 260,000 compounds, 0.37% hits; HUVEC E-selectin immunofluorescence imaging; normalized: neutral wells 0, TNF-alpha wells 100;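 active means mean E-selectin-positive cell signal at least 10% of the positive control, reached in at least 60% of replicates, without over 20% cell loss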;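 further: in these data hits start at about 27%; measured in HUVEC primary endothelial cells; signal is the percent of cells scored E-selectin positive by PE staining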
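Material: HUVEC primary endothelial cells; Amount: 3,000 cells per well; Dosing: single concentration; Medium: EGM-2 growth medium on 0.1% gelatin-coated wells; Read-out basis: percent E-selectin-positive cells; Signal: immunofluorescence imaging; Control set: TNF-alpha, DMSO.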
Cneo AK release: Cryptococcus neoformans lysis via adenylate kinase release | C. neoformans lysis, adenylate kinase release luminescence, 4 h; normalised: neutral wells 0, clomiphene wells 100 | 360,000 compounds, 0.2% hits | lysis activity, % at 15 µM;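 active means mean lysis activity across replicates of at least 80%, whatever share of replicates individually reach that level; inactive means mean lysis activity below 80%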
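Assay system: Cryptococcus neoformans yeast cells / Dosing: single-point compound dose / Timing: 4 h at 37 °C static, read 1 h later / Measured by: luminescence of released adenylate kinase using an AK detection reagent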
Starred values were filed as active, the others as inactive; . = not tested or not shown; [ ] = another dose, or the depositor's remark.

SMILES	RAD54 inh	miR122 inh	ERAP1 HTS inh	PglD inh	PGC1a acetyl inh	RAD52 anneal inh	E-sel inducer	Cneo AK release
O=C(Cn1cc([N+](=O)[O-])cn1)NCc1cc2ccccc2[nH]1	0	-7	-2	-2	6	-10	-2.2	5
CC(Nc1ccc(N2CCOCC2)cc1)C(=O)N1c2ccccc2CC1C (stereo not drawn)	.	-3	0	.	2	-2	0.1	.
CCc1ccc(CNC(=O)CN2C(=O)COc3ccccc32)cc1	5	-5	-2	.	-1	-10	.	0
O=[N+]([O-])c1ccc(N/N=C/c2cccnc2)cc1	2	-16	4	-30	3	-10	.	2
Nc1nc(CSc2n[nH]c(-c3ccccc3)n2)nc(Nc2ccccc2)n1	3	10	.	1	4	.	.	0
CCNC(=O)C[C@@H]1CC[C@H]2[C@@H](COC[C@@H](O)CN2C(=O)Nc2ccc(Cl)c(Cl)c2)O1	2	2[16.7 µM]	1	-1	-3	1	0.1	-13
O=C(CCC(=O)c1ccc(F)cc1)OCc1nnc(-c2ccc([N+](=O)[O-])cc2)o1	-3	-3	1	-5	3	-32	-0.3	-1
CCCCCn1c(N)c(-c2nc3ccccc3s2)c2c([N+](=O)[O-])nn(C)c(=O)c21	4	4	0	0	-1	4	.	1
O=C(Cc1ccccn1)N1CC(=O)N2[C@H](CO)[C@H](c3ccc(C#CCC4CCCC4)cc3)[C@@H]2C1	.	.	0	.	-3	-4	0.2	.
O=C(c1ccc2c(=O)n(Cc3ccccc3Cl)c(=S)[nH]c2c1)N1CCOCC1	7	-3	0	5	9	-7	.	0
Cc1cccc(NS(=O)(=O)c2ccc(C)c(C(=O)NCC(c3ccccc3)N(C)C)c2)c1 (stereo not drawn)	-35	8	0	-3	-10	13	-0.2	1
NC1CCCCC1N=Cc1c(O)n(CCc2ccc(F)cc2)c(=O)[nH]c1=O (stereo not drawn)	10	-2	.	7	8	.	.	-1
O=C(Nc1ccc2c(c1)C(=O)c1ccccc1-2)c1ccccc1	-3	2	-6	-4	3	-53	-0.2	-3
O=C(CN(CC1CCCO1)C(=O)CNS(=O)(=O)c1ccc(Cl)cc1)NCc1ccco1 (stereo not drawn)	-1	.	3	-3	.	-4	.	0
Cc1cc(OCC(=O)NCC2CCC(C(=O)O)CC2)c2c(C)c(C)c(=O)oc2c1 (stereo not drawn)	6	3	10	5	-9	-10	.	7
COc1cccc(C(=O)Nc2ccc3c(c2)C(=O)N(C)C[C@H](OC)[C@H](C)CN[C@H](C)CO3)c1	0	.	-1	4	-7	-20	0.3	-1
CCOC1CS(=O)(=O)CC1OCC (stereo not drawn)	3	3	.	-7	7	.	.	-3
Cc1nn(-c2ccccc2)c2nc(-c3ccncc3)cc(C(=O)NCc3ccco3)c12	-5	-3	.	2	-16	.	.	-2
COCC#Cc1cnc2c(c1)C(=O)N([C@@H](C)CO)C[C@@H](C)[C@@H](CN(C)C(=O)Nc1ccc(OC)cc1)O2	1	2[16.7 µM]	5	9	9	-3	-0.1	-1
CCc1cccc(Oc2nn[nH]n2)c1	10	-8	-1	-8	-11	-10	.	-1
COc1ccccc1NC(=O)Nc1ccc2c(c1)C(=O)N(C)C[C@H](OC)[C@@H](C)CN[C@@H](C)CO2	6	.	1	0	-2	1	0.1	-1
Cc1noc(C)c1NC(=O)N(C)C[C@@H]1Oc2c(NC(=O)Nc3ccc(F)cc3)cccc2C(=O)N([C@@H](C)CO)C[C@@H]1C	-4	-5[16.7 µM]	-1	1	0	-1	-2.5	0
Cc1ccc(Sc2c(C(=O)Nc3ccc(F)cc3F)c(C(F)(F)F)nn2C)cc1	-9	-4	.	-5	-6	.	.	1
C[C@@H]1CN([C@@H](C)CO)C(=O)c2cccc(NC(=O)c3ccncc3)c2O[C@@H]1CN(C)Cc1ccc(C(F)(F)F)cc1	-7	-4[16.7 µM]	2	4	-3	1	0.1	0
O=C1OCc2cc(NC(=O)C3COc4ccccc4O3)ccc21 (stereo not drawn)	0	-6	1	2	.	-3	0.0	1
SMILES	RAD54 inh	miR122 inh	ERAP1 HTS inh	PglD inh	PGC1a acetyl inh	RAD52 anneal inh	E-sel inducer	Cneo AK release
COc1cc(CN2CCC(C(=O)NC(C)(C)C)CC2)ccc1OCc1ccccc1	-8	-1	3	-4	-5	-1	.	3
CNc1c(-n2cc(C(=O)OC)c(C(=O)OC)c2C(=O)OC)c(=O)n(C)c(=O)n1C	-5	-3	1	2	3	-4	.	6
CC(=O)NCc1cccc(CNC(C)=O)n1	-8	-2	.	5	3	.	.	-3
COC(=O)Nc1nncs1	2	-2	-2	0	6	1	.	0
Cc1cc(C(=O)Nc2cccc3c2O[C@H](CN(C)C(=O)Nc2cccc4ccccc24)[C@@H](C)CN([C@H](C)CO)C3=O)n(C)n1	-1	-4[16.7 µM]	-1	1	2	18	0.3	9
C[C@@H]1CCCCO[C@H](CN(C)S(=O)(=O)c2cn(C)cn2)[C@H](C)CN([C@@H](C)CO)C(=O)c2cc(NS(C)(=O)=O)ccc2O1	-3	3[16.7 µM]	0	6	5	8	.	1
CCn1c(C2CC(=O)N(Cc3ccccc3)C2)nc2ccccc21 (stereo not drawn)	9	-4	-3	0	-2	-11	-0.2	-3
COc1ccc(CNC(=O)C[C@H]2CC[C@H](NC(=O)c3ccc4c(c3)OCO4)[C@H](CO)O2)cc1	1	.	-2	0	-20	-5	-0.1	-1
Cc1ccc(S(=O)(=O)N(C)CC(=O)OCC(=O)c2c(N)n(C)c(=O)n(C)c2=O)cc1	.	-1	3	.	-4	-16	.	.
NS(=O)(=O)c1cccc(NC(=O)c2cccs2)c1	-6	3	1	5	-5	5	-1.1	2
Cc1ccccc1-c1cc(=O)c2ccccc2o1	11	-3	.	-3	.	-20	0.2	0
Fc1ccc(OCCCCCn2ccnc2)cc1	-11	-6	3	1	15	0	.	1
CCC(Sc1ncnc2sc(C)c(C)c12)C(=O)OC (stereo not drawn)	7	-4	.	10	0	.	.	-2
O=C(O)c1cc(-c2ccc3c(c2)OCO3)nc2ccc(Br)cc12	-5	3	3	1	-4	-20	.	-7
CCC(=O)N1[C@@H](CO)[C@H](c2ccccc2)[C@@H]1CNC(=O)CN1CCOCC1	0	-18[16.7 µM]	0	-1	0	-5	0.1	-1
COCc1cc(CNC(=O)C2CCC(=O)N(Cc3cccc(OC)c3)C2)[nH]n1 (stereo not drawn)	-3	2	-2	2	.	-9	-0.2	4
COc1cccc(N(C(=O)c2ccco2)c2nc(-c3sc(NC(=O)c4ccco4)nc3C)cs2)c1	6	1	2	7	-1	-9	1.6	0
Cc1c(NC(=O)CN2C(=O)NC(C)(c3ccc(Cl)cc3)C2=O)c(=O)n(-c2ccccc2)n1C (stereo not drawn)	9	-2	-2	-3	.	-2	0.1	1
CC(=O)OC[C@@H]1CN(Cc2ccccc2)C[C@H](n2cnc3c(NCc4ccc(F)cc4)ncnc32)O1	4	-3	-9	2	4	-51	0.0	-4
C[C@@H]1CCCCO[C@@H](CN(C)C(=O)CCC(F)(F)F)[C@H](C)CN([C@@H](C)CO)C(=O)c2cc(NS(=O)(=O)c3ccccc3)ccc2O1	-1	-5[16.7 µM]	-1	-1	-5	8	0.0	8
Cc1ccc(S(=O)(=O)N2CCOCC2)cc1C(=O)N1CCCCCC1	0	-7	-1	-4	-6	0	3.7	0
O=C(c1n[nH]c2ccccc12)N1CCN(S(=O)(=O)c2ccccc2)CC1	-7	.	2	-6	.	-8	.	-2
Cc1[nH]nc(SCC(=O)NC2CCCCC2)c1[N+](=O)[O-]	.	-5	0	.	-3	-11	-0.2	.
Cc1cc(C(=O)OCC(=O)NC2(C#N)CCCCC2)c(C)o1	-7	-5	-1	-2	12	4	-0.4	-1
O=C(COC(=O)C(O)c1ccccc1)NC12CC3CC(CC(C3)C1)C2 (stereo not drawn)	3	-1	.	-7	-3	.	.	-2

The list goes on; it opens with the 3 that closed the last part.
SMILES	RAD54 inh	miR122 inh	ERAP1 HTS inh	PglD inh	PGC1a acetyl inh	RAD52 anneal inh	E-sel inducer	Cneo AK release
Cc1[nH]nc(SCC(=O)NC2CCCCC2)c1[N+](=O)[O-]	.	-5	0	.	-3	-11	-0.2	.
Cc1cc(C(=O)OCC(=O)NC2(C#N)CCCCC2)c(C)o1	-7	-5	-1	-2	12	4	-0.4	-1
O=C(COC(=O)C(O)c1ccccc1)NC12CC3CC(CC(C3)C1)C2 (stereo not drawn)	3	-1	.	-7	-3	.	.	-2
Clc1ccc2[nH]cc(-c3nnnn3-c3ccccc3)c2c1	-16	32	.	-2	-18	.	.	-1
CCC(c1nnnn1C(C)(C)C)N(Cc1ccco1)Cc1cc2cccc(C)c2[nH]c1=O (stereo not drawn)	8	6	.	-1	.	.	.	4
Cc1c(C)c2ccc(OCC(=O)N3CC[C@@]4(O)CCCC[C@H]4C3)cc2oc1=O	-9	-4	3	3	-15	-13	.	-2
O=C(C[C@H]1C=C[C@H](NC(=O)C2CC2)[C@H](CO)O1)NCC1CC1	-2	.	0	-2	6	0	-0.2	-3
CC(=O)c1c(O)c(C)c(O)c2c1OC1=CC(=O)/C(=C(/C)N)C(=O)C12C (stereo not drawn)	-9	2	-11	4	-11	-10	.	-1
O=C(CSc1ncc(-c2ccccc2)n1-c1ccccc1)NCc1ccco1	1	3	0	8	-9	-19	.	0
CCCCN(C(=O)c1ccc(Br)o1)C1CCS(=O)(=O)C1 (stereo not drawn)	2	-4	2	3	3	8	.	.
CCCNC(=O)c1oc2ccc3c(c2c1C)C=CC(C)(C)O3	-9	.	0	5	-6	5	0.1	-15
CCn1c2nc(SCCN3CCOCC3)nnc2c2cc(C)cc(C)c21	17	.	3	-3	.	15	0.5	0
Cc1c(NC(=O)OCc2ccccc2)c(=O)n(-c2ccccc2)n1C	-1	-1	4	2	0	-7	1.6	0
COc1ccc(CC(=O)O/N=C(\N)Cc2ccc([N+](=O)[O-])cc2)cc1	5	-5	.	0	9	-91	.	6
Cc1cc(C)nc(NC(=O)CSc2ccccn2)n1	-2	-17	.	1	-15	.	0.9	1
COCc1cc(C2C(C(=O)c3ccco3)=C(O)C(=O)N2CCOCCO)ccc1O (stereo not drawn)	-5	.	8	-2	.	-3	.	-1
C[C@@H]1CN([C@@H](C)CO)C(=O)c2cc(-c3cncnc3)cnc2O[C@H]1CN(C)Cc1ccccc1	-1	-3[16.7 µM]	-1	-2	11	13	-0.6	-4
CCOc1ccc(NC2c3ccccc3C(=O)N2Cc2ccco2)cc1 (stereo not drawn)	3	.	-2	4	.	8	-0.9	1
Cc1cccc(C)c1N1CCN(C(=O)Nc2ccc3c(c2)OCCO3)CC1	-3	-1	.	-5	3	.	-2.5	-3
COc1cccc(NC(=O)NNC(=O)COc2ccc3ccccc3c2)c1	-1	-7	3	-1	0	-1	-0.5	-1
COCc1ccc(C(=O)N2CCc3c([nH]c4ccccc34)C2c2ccccn2)s1 (stereo not drawn)	.	.	-1	.	-1	-7	1.6	.

A stretch from the list above:
SMILES	RAD54 inh	miR122 inh	ERAP1 HTS inh	PglD inh	PGC1a acetyl inh	RAD52 anneal inh	E-sel inducer	Cneo AK release
Cc1cccc(C)c1N1CCN(C(=O)Nc2ccc3c(c2)OCCO3)CC1	-3	-1	.	-5	3	.	-2.5	-3
COc1cccc(NC(=O)NNC(=O)COc2ccc3ccccc3c2)c1	-1	-7	3	-1	0	-1	-0.5	-1
COCc1ccc(C(=O)N2CCc3c([nH]c4ccccc34)C2c2ccccn2)s1 (stereo not drawn)	.	.	-1	.	-1	-7	1.6	.

Compound activity: PubChem, Broad Institute
